Assay outcomes deposited in PubChem BioAssay by several laboratories.
MrgX1 allo act: positive allosteric modulators of MrgX1, primary screen, HEK293 cells, Fluo-4 calcium flux | 310,000 compounds, 0.63% hits | AID 588675, 2011 | Mas-related G-protein coupled receptor member X1 (Homo sapiens), Q96LB2 | B-score at 10 µM | FDSS; active compounds read high;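 active = plate-corrected calcium response at least 3 library SD above typical, normal starting fluorescence, not activating the receptor alone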;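 also: compound read alongside a low EC10 to EC30 dose of BAM8-22 agonist; peak minus trough fluorescence over baseline measured at the second addition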
MrgX1 antagonist: antagonists of human MrgX1 receptor, primary screen, HEK293 cells, Fluo-4 calcium flux | 310,000 compounds, 1.3% hits | AID 588676, 2011 | B-score at 10 µM | BAM8-22 antagonism; active compounds read low;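 active = calcium-response B-score plate-corrected more than 3 library SD below zero, starting fluorescence within 5 deviations, no agonist response on first addition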;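 also: peak minus trough fluorescence over baseline after final BAM8-22 challenge near maximal dose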
TRPC4 potent: positive allosteric modulators of TRPC4, primary screen, cell-based, mouse TRPC4beta, HEK293 mu-opioid, Fluo-4 calcium; B-score at 10 µM; AID 2227, 2009; 310,000 compounds, 0.42% hits; Short transient receptor potential channel 4 (Mus musculus), Q9QUQ5; DAMGO EC20, Fluo-4 Ca2+ flux; active compounds read high;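 active = B-score of calcium response area above 5 SD of library B-scores, with initial fluorescence ratio within 5 SD of library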;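 also: B-score of integrated fluorescence ratio over time as area under calcium response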
TRPC4 inh: inhibitors of mouse TRPC4 channel, primary screen, Fluo4 calcium, HEK293 TRPC4beta/mu-opioid cells | Short transient receptor potential channel 4 (Mus musculus), Q9QUQ5 | B-score at 10 µM | AID 2247, 2010 | 300,000 compounds, 0.39% hits | DAMGO-evoked Fluo4 calcium flux; active compounds read low;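 active = B-score over 3 SD under the library average, no early fluorescence shift, positive overall ratio signal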
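Signal: kinetic Fluo4 fluorescence imaging of calcium influx. Material: stable TRPC4beta/mu-opioid receptor HEK293 cells. Probe or stimulus: DAMGO in two steps, submaximal then maximal.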
ANO1 block: TMEM16A chloride channel inhibitors, primary screen, cell-based, HTS; AID 588511, 2011; 310,000 compounds, 1.2% hits; HEK293 TMEM16A/YFP iodide influx fluorescence, ionomycin; normalized B-score (activity score, 25-100; higher = stronger inhibition) at 10 µM; Anoctamin-1 (Mus musculus), Q8BHY3;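 active = ratio plate-corrected score three or more library SD toward inhibition, starting fluorescence score within five deviations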;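 also: score derived from kinetic fluorescence span divided by baseline fluorescence per well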
TRPC6 inhibitor: mouse TRPC6 channel inhibitors, primary screen, cell-based, HEK293, membrane potential dye. Short transient receptor potential channel 6 (Mus musculus), Q61143. ACh-evoked depolarization; active compounds read low. B-score at 10 µM. 310,000 compounds, 1.1% hits. AID 2553, 2010;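 active = B-score under library mean minus 3 SD, initial fluorescence not abnormally high, positive integrated signal ratio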;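 also: B-score derived from integrated fluorescence ratio over the kinetic read; more negative B-score means stronger inhibition of depolarization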
Target sequence (Q61143 whole entry, looked up): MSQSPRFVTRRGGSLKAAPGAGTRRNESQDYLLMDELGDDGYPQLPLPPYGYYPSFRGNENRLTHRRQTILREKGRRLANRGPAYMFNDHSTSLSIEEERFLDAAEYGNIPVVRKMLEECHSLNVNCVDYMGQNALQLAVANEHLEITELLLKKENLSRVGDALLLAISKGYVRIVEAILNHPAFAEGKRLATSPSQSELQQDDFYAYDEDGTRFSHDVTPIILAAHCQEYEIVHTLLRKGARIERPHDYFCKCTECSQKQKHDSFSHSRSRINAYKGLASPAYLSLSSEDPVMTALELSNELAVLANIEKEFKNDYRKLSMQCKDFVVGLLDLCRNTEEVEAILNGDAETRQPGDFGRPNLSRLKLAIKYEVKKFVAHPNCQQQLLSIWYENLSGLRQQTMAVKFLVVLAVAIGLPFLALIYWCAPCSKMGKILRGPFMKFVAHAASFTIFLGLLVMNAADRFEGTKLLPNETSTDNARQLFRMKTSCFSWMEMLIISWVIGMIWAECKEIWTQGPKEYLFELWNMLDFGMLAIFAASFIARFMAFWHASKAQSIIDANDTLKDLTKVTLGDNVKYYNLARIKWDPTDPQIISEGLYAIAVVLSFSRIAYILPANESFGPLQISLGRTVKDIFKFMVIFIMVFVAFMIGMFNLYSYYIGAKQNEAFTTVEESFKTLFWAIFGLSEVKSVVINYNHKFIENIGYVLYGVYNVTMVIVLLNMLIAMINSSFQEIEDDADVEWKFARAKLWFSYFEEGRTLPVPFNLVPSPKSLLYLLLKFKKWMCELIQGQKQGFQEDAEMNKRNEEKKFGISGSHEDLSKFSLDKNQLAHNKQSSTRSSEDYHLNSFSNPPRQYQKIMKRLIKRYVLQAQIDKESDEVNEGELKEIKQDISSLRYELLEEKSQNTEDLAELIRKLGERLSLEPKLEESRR
SKKanGAS inh: S. pyogenes SKKanGAS growth inhibitors in kanamycin, primary screen, streptokinase expression inhibitor project, SKKanGAS strain, BacTiter-Glo luminescence. 6 h. inhibition, % at 7.5 µM. 300,000 compounds, 1.3% hits. AID 1662, 2009;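 active = mean replicate score, as percent of positive control median, at least 50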;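 also: strain carries kanamycin resistance gene driven by streptokinase promoter and grows in 40 µg/ml kanamycin; loss of luminescence reflects streptokinase promoter inhibition or plain growth inhibition; 0% = median of DMSO wells and 100% = positive control at its reference dose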
MrgX1 ag: agonists of human MrgX1 receptor, primary screen, HEK293 cells, Fluo-4 calcium flux. Fluo-4 calcium fluorescence, agonist mode; active compounds read high. B-score at 10 µM. 310,000 compounds, 0.44% hits;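 active = calcium response B-score plate-corrected fluorescence ratio at least 3 library SD, with starting fluorescence B-score inside 5 SD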
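Material: MrgX1-expressing HEK293 cells; input: 15,000 cells per well; doses: test compound given as first of three sequential additions; schedule: overnight plating before 1 h dye loading; technique: Fluo-4 NW calcium-flux fluorescence, kinetic read; evaluation: baseline-normalised fluorescence change ratio, B-scored; control set: plate-wise positive and negative controls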
TMEM16A act: TMEM16A chloride channel activators or potentiators, primary screen, cell-based, HTS | HEK293 TMEM16A/YFP-H148Q/I152L, iodide quench fluorescence; active compounds read low | B-score at 10 µM | 340,000 compounds, 0.3% hits | Anoctamin-1 (Mus musculus), Q8BHY3 | AID 623877, 2012;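 active = fluorescence-ratio B-score plate-corrected deviation score at least 3 library SD below zero, with starting fluorescence score within 5 deviations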;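 also: channel opened by trigger with iodide after compound preincubation; score built on the fluorescence ratio of max minus min over baseline; more negative score means more quench and so TMEM16A activation or potentiation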
TRPC4 act: activators of mouse TRPC4 channel, primary screen, Fluo4 calcium, HEK293 TRPC4beta/mu-opioid cells | 310,000 compounds, 0.49% hits | B-score at 10 µM | Fluo4 calcium fluorescence; active compounds read high | AID 2237, 2010;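 active = B-score above 5 SD of library B-scores, and initial fluorescence ratio not above library mean plus 5 SD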;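 also: positive B-score marks a calcium rise read as TRPC4 activation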
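System – HEK293 cells stably co-expressing mouse TRPC4beta and mu-opioid receptor · Signal – Fluo4 calcium-sensitive dye fluorescence, kinetic, 1 Hz baseline · Benchmarks – buffer (low) and maximal DAMGO (high) · Read-out – B score of integrated fluorescence ratio per well · Incubation – dye loading 45 min room temperature, 110 s kinetic read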
TRPC6 activator: mouse TRPC6 channel activators, primary screen, cell-based, HEK293, membrane potential dye. Short transient receptor potential channel 6 (Mus musculus), Q61143. HEK293-TRPC6 membrane potential dye fluorescence; active compounds read high. B-score at 10 µM. 310,000 compounds, 0.13% hits. AID 2550, 2010;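 active = B-score of the integrated fluorescence ratio above library mean plus 3 SD, and starting fluorescence ratio within library mean plus 5 SD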;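 also: higher score means more depolarization so channel activation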
Starred values were filed as active, the others as inactive; i = inactive; · = not tested or not shown.

Compound,ANO1 block,TRPC6 inhibitor,MrgX1 antagonist,SKKanGAS inh,TRPC6 activator,TRPC4 act,MrgX1 ag,TRPC4 potent,TMEM16A act,TRPC4 inh,MrgX1 allo act
CCS(=O)(=O)Nc1cccc(C2=NN(S(=O)(=O)c3ccc(C)cc3)C(c3ccco3)C2)c1 (centres undefined),i,i,i,10.2,i,i,i,i,i,i,i
COc1cccc(NC(=O)CSc2nnc(Cn3c(=O)sc4ccccc43)n2C)c1,i,·,i,·,·,·,i,·,i,·,i
O=C(N/N=C/c1ccccc1C(=O)O)c1cc(-c2ccc3c4c(cccc24)CC3)n[nH]1,i,i,i,4.0,i,i,i,i,i,i,i
Cc1ccc(C)c(S(=O)(=O)NCCCc2ccccc2)c1,i,i,i,-0.5,i,i,i,i,i,i,i
O=C(Nc1ccccc1)N(C1=NCCC1)c1ccccc1,i,i,i,-2.7,i,i,i,i,i,i,i
Cc1sc2nc(CSc3ncn[nH]3)[nH]c(=O)c2c1C,i,i,i,8.6,i,i,i,i,i,i,i
N#CCc1ccc(NS(=O)(=O)c2ccc(C3CCCCC3)cc2)cc1,25*,i,i,29.8,i,i,i,i,i,i,i
O=c1[nH]c2cc(Cl)ccc2n(CCNc2ncc(C(F)(F)F)cc2Cl)c1=O,i,i,i,-0.2,i,i,i,i,i,i,i
O=C(COC(=O)CCc1nc2ccccc2c(=O)[nH]1)Nc1ccc2c(c1)OCO2,i,i,i,-5.6,i,i,i,i,i,i,i
CCNC(=O)CC(=O)Nc1ccccc1C(=O)O,i,i,i,0.1,i,i,i,i,i,i,i
O=C1CC(C(=O)Nc2ccccc2)S/C(=N\N=C\c2ccco2)N1 (centres undefined),i,i,i,-2.2,i,i,i,i,i,i,i
CCC1(c2ccccc2)NC(=O)N(CC(=O)Nc2ccc(OC)nc2)C1=O (centres undefined),i,i,i,2.2,i,i,i,i,i,i,i
CCOc1ccc(NC(=O)CN2C(=O)COc3ccc(S(=O)(=O)N4CCCC4)cc32)cc1,i,i,i,0.9,i,i,i,i,i,i,i
O=C(COc1ccccc1)N/N=C/c1sc(=O)n(Cc2cccc(C(=O)O)c2)c1Cl,i,i,i,18.3,i,i,i,i,i,i,i
CCCCNC(=O)C(Sc1ccccc1)c1ccccc1 (centres undefined),i,i,i,0.1,i,i,i,i,i,i,i
CCOC(=O)c1ccc2c(c1)n(CC)c(C)[n+]2CC,i,i,i,-3.1,i,i,i,i,i,i,i
CCCc1[nH]nc2c1C1(C(=O)N(CC)c3ccccc31)C(C#N)=C(N)O2 (centres undefined),i,i,i,-5.0,i,i,i,i,i,i,i
CC(=O)c1cc(C#N)c(SCC(=O)Nc2nccs2)nc1C,i,i,i,-15.5,i,i,i,i,i,i,i
O=[N+]([O-])c1cc(S(=O)(=O)N2CCCC2)ccc1OCc1ccccc1,i,i,i,0.1,i,i,i,i,i,i,i
Cc1ccc2[nH]c(=O)c(C(c3nnnn3C3CCCC3)N(Cc3cccnc3)Cc3ccco3)cc2c1 (centres undefined),i,i,i,5.3,i,i,i,i,i,i,i
COC(=O)Oc1cncc(C(=O)O)c1,i,i,-5.15*,-0.7,i,i,i,i,i,i,i
CCN1CCN(CCCNC(=O)CS(=O)(=O)Cc2nc(-c3ccccc3C)oc2C)CC1,i,i,i,3.3,i,i,i,i,i,i,i
NC(=O)c1nsc(C(=O)N(CC(=O)NC2CCCC2)Cc2ccc3c(c2)OCO3)c1N,i,i,i,7.6,i,i,i,i,i,i,i
Cc1ccc(C(=O)N2C3=C(CCCC3)C(=O)NC23CCCCC3)cc1,i,i,i,-5.4,i,i,i,i,i,i,i
Cc1c(C(=O)NCCn2ccc3ccccc32)cccc1[N+](=O)[O-],i,i,i,1.4,i,i,i,i,i,i,i
Cc1cccc(-c2c3c(=O)n(C)c(=O)n(C)c3cn2C2CCCCC2)c1,i,i,i,12.3,i,i,i,i,i,i,i
CC(C)Cn1nc(C(=O)OCC(=O)NCC(F)(F)F)c2ccccc2c1=O,i,i,i,10.3,i,i,i,i,i,i,i
COc1ccc(C(=O)Nc2nnc(C3=COCCO3)o2)cc1OC,i,i,i,0.9,i,i,i,i,i,i,i
O=C(CCc1ccccc1)NNC(=O)COc1ccccc1Cl,i,i,i,-1.8,i,i,i,i,i,i,i
CCC(C)C(=O)Nc1nnc(CCc2ccccc2)s1 (centres undefined),i,i,i,7.4,i,i,i,i,i,i,i
COc1ccc(C)c2sc(=NC(=O)c3cccc(N4C(=O)CCC4=O)c3)n(C)c12,i,i,i,20.3,i,i,i,i,i,i,i
CCOC(=O)c1c(NC(C)=O)sc2c(O)c(Br)cc(Br)c12,i,i,i,15.3,i,i,i,i,i,i,i
Cc1ccccc1CC(=O)Nc1ccc(S(=O)(=O)N2CCOCC2)cc1,i,i,i,-4.2,i,i,i,i,i,i,i
O=C(NN=C1CCCCCC1)c1cccs1,i,i,i,-1.5,i,i,i,i,i,i,i
CCOc1ccc(NS(=O)(=O)c2ccc(OCC(=O)NCc3ccncc3)cc2)cc1,i,i,i,30.6,i,i,i,i,i,i,i
CCC(C)c1ccc(S(=O)(=O)Nc2cccnc2)cc1 (centres undefined),i,i,i,-1.0,i,i,i,i,i,i,i
Cc1cc(C)c(NC(=S)N(CCN2CCCCC2)Cc2ccco2)c(C)c1,i,i,i,3.3,i,i,i,i,i,i,i
O=c1c2c(-c3cccs3)csc2ncn1/N=C/c1ccc(OC(F)F)cc1,i,i,i,12.8,i,i,i,i,i,i,i
CCOC(=O)c1c(NC(=O)C(C)Sc2nnc(C)c(=O)[nH]2)sc2c1CCCC2 (centres undefined),i,i,i,19.4,i,i,i,i,i,-6*,i
CC(C)c1ccc(N(CC(=O)O)S(=O)(=O)c2cccnc2)cc1,i,i,i,-2.4,i,i,i,i,i,i,i
CS(=O)(=O)N(CC(=O)NC1CC1)C1CCCCC1,i,i,i,-10.3,i,i,i,i,i,i,i
CN(C)S(=O)(=O)c1cccc(NC(=O)CN(CCO)CC(=O)Nc2cccc(S(=O)(=O)N(C)C)c2)c1,i,i,i,0.9,i,i,i,i,i,i,i
Cc1ccc(C2CC(c3ccc(C)cc3)n3nc(N)nc3N2)cc1 (centres undefined),i,i,i,9.7,i,i,i,i,i,i,i
COc1cccc(/C=N/n2c(-c3cc(C)[nH]n3)n[nH]c2=S)c1O,i,i,i,-6.2,i,i,i,i,i,i,i
COc1ccc(CNCc2cc(Cl)ccc2O)cc1,i,·,i,·,·,·,i,·,i,·,i
COc1ccccc1N1CCN(C(=O)CN2C(=O)C3CCCCC3C2=O)CC1 (centres undefined),i,i,i,1.0,i,i,i,i,i,i,i
CCO[C@H]1OC(C(N)=O)=C[C@@H](C)[C@@H]1CCCO,i,i,i,-7.2,i,i,i,i,i,i,i
O=C(CCc1ccccc1)NNC(=O)c1ccccc1C(=O)O,i,i,i,6.1,i,i,i,i,i,i,i
CCOC(=O)N1CCN(S(=O)(=O)c2ccc(OC)c3ccccc23)CC1,i,i,i,-0.6,i,i,i,i,i,i,i
O=c1[nH]c2cc3c(cc2cc1CN(Cc1ccco1)C(=S)NCC1CCCO1)OCCO3 (centres undefined),i,i,i,25.0,i,i,i,i,i,i,i

Other results.
Compound,ANO1 block,TRPC6 inhibitor,MrgX1 antagonist,SKKanGAS inh,TRPC6 activator,TRPC4 act,MrgX1 ag,TRPC4 potent,TMEM16A act,TRPC4 inh,MrgX1 allo act
CCOc1ccc(C(C)=O)cc1COC(=O)CN1C(=O)NC2(CCCC2)C1=O,i,i,i,-2.1,i,i,i,i,i,i,i
CCC(C)c1ccccc1NC(=O)CN(C)CCOc1ccc(Cl)cc1 (centres undefined),i,i,i,-1.6,i,i,i,i,·,i,i
C=CCOC(=O)Nc1c(C(=O)OC)[nH]c2ccccc12,i,·,i,·,·,·,i,·,i,·,i
CCCn1nnc(NC(=O)c2ccc3ccccc3c2)n1,i,i,i,-8.8,i,i,i,i,i,i,i
Cc1ccc(CNC(=O)CCOc2ccc(C(C)(C)C)cc2)cc1,i,i,i,-2.5,i,i,i,i,i,i,i
O=C(Nc1ccc2ccccc2c1)c1cccc([N+](=O)[O-])c1,i,i,i,-0.4,i,i,i,i,i,i,i
COC(=O)c1c(C)oc2ccc(N(C(=O)c3ccncc3)S(=O)(=O)c3ccc(C)cc3)cc12,100*,i,i,6.6,i,i,i,i,i,i,i
O=C(COC(=O)Cc1c(Cl)cccc1Cl)NCCC1=CCCCC1,i,i,i,1.2,i,i,i,i,i,i,i
Cn1c(=O)n(C)c2cc([N+](=O)[O-])c(N3CCN(C(=O)c4ccccc4Cl)CC3)cc21,i,i,i,-2.4,i,i,i,i,i,i,i
O=C(O)c1cn(-c2ccc(N3CCCC3)c(F)c2)c2c(F)c(F)c(F)cc2c1=O,i,i,i,13.2,i,i,i,i,i,i,i
O=C(Nc1ccc2nsnc2c1)N1CCCCCC1,i,i,i,12.7,i,i,i,i,i,i,i
COC(=O)c1cccc(C(=O)Nc2cnc3ccccc3c2)n1,i,i,i,·,i,i,i,i,i,i,i
CCOC(=O)N1CCN(C(=O)C(C)c2ccc([N+](=O)[O-])cc2)CC1 (centres undefined),i,i,i,-3.1,i,i,i,i,i,i,i
CCn1c2ccccc2n2c(=O)c(=O)n(CC(=O)Nc3ccc(C(C)C)cc3)nc12,i,i,i,-4.1,i,i,i,i,i,i,i
COCCN1Cc2cccc(C(=O)NCc3cccs3)c2C1=O,i,i,i,4.9,i,i,i,i,i,i,i
